# Screening data deposited in PubChem by National Center for Advancing Translational Sciences (NCATS).
# D1 antag – human D1 dopamine receptor antagonism | P21728 | HEK293 TREx D1 cells, calcium flux, dopamine EC80; active compounds read low | activity change, negative = inhibition, % at 10 µM | actives 3.2% (n = 360,000); in the data active = activity change below about -30%; note: % is set by controls: 0 for no effect and ±100 for the full control effect
# Target sequence (P21728 whole entry, looked up): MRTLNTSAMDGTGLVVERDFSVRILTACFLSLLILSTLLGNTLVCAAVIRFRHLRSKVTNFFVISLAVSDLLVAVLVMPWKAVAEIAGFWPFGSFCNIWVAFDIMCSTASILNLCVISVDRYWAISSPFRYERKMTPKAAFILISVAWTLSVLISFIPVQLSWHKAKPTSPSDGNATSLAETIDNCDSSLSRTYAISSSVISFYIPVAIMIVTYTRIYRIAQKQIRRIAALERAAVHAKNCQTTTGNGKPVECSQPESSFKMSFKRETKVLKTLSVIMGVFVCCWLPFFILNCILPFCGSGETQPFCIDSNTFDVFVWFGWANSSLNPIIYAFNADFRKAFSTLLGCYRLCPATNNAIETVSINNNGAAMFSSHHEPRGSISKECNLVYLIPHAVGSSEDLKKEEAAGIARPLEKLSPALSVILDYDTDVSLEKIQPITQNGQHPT
#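 Inducible Hek293 Trex D1 cells (tetracycline, overnight, 30 C). Calcium dye 30–90 min RT. Antagonist mode: EC80 dopamine added after 180 s compound read.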
# Vif-APOBEC3F blk – inhibitors of Vif-A3F interaction; HeLa A3F-eYFP + Vif (tagged APOBEC3F with the HIV-1 protein that degrades it), YFP fluorescence increase; Potency, µM (series often up to 46.1 µM), without a hit: at the top dose activity, negative = active; actives 0.2% (n = 390,000); AID 602313; note: potency is the fitted concentration of half-maximal effect; % of control where 0% means no effect; nearly all actives have a fitted effect of over 65% in size
#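 Fluorescence increase (Ex 488/Em 500-530) after overnight compound treatment at 37 deg C flags inhibition of Vif-driven A3F-eYFP loss in stable HeLa A3F-eYFP/Vif cells seeded overnight beforehand.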
# GRP78 ERSR act – ER stress response induction in glioma | U87-MG GRP78 promoter luciferase reporter, 16 h | Potency, µM, without a hit: top-dose activation, most hits filed as activators | actives 0.02% (n = 420,000); note: potency is the fitted concentration of half-maximal effect; series mostly up to about 76 µM; % of control where 0% means no effect; nearly all actives have a fitted effect of over 35% in size
#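 Stably transfected U87-MG glioma cells carrying a GRP78-based luciferase sensor; 16 h compound incubation. Luminescence end-point read 10 min after Bright-Glo addition at room temperature.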
# Vif-A3G inh – Vif-A3G binding inhibition. Q9HC16. HeLa A3G-eYFP + Vif (tagged APOBEC3G with the HIV-1 protein that degrades it), YFP fluorescence, overnight. Potency, µM (titrated, usually from 46.1 µM), for the others: at the top dose activity, negative = active, usual class: inhibitors. actives 0.076% (n = 410,000);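 note: potency is the fitted concentration of half-maximal effect; % is set by controls: 0 for no effect and ±100 for the full control effect; nearly all actives have a fitted effect of over 60% in size; hits raise eYFP signal because A3G escapes Vif-driven loss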
#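 Read-out is eYFP fluorescence (Ex 488/Em 500-530) from Vif-expressing HeLa A3G-eYFP cells; more signal means A3G escaped Vif-mediated degradation. Cells plated overnight, compound pinned in, incubated overnight at 37 deg C.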
# RXFP1 ag – RXFP1 (human) receptor agonism; Potency, µM (doses to about 57.5 µM), for inactives: at the highest dose activation, most hits filed as activators; Q9HBX9; HEK293T-RXFP1 cAMP TR-FRET, 30 min; response scale: percent of porcine relaxin response, buffer zero; actives 0.3% (n = 370,000); note: potency is the fitted concentration of half-maximal effect; % is set by controls: 0 for no effect and ±100 for the full control effect; nearly all actives have a fitted effect of over 60% in size; many of its hits are not listed in these tables
#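 HEK293T cells stably expressing RXFP1 were pretreated with the PDE4 inhibitor Ro 20174, exposed to compounds for 30 min at 37C, lysed, and cAMP was read by TR-FRET. Data normalized to buffer (basal) and 29 nM porcine relaxin (100%).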
# D1 ag – human D1 receptor agonism; P21728; HEK293 T-REx D1 cells, calcium flux, agonist mode; activation, % at 2 µM; actives 1% (n = 360,000); in the data active = activation above about 30%; note: 0% is about no effect
#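 Agonism was scored from calcium flux recorded over 180 s (1 read/s) after pintool compound addition, following a 10-cycle baseline. Cells were inducible force-coupled HEK293 TREx D1, plated overnight at 30 C and loaded with no-wash calcium dye.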
# D2 PAM – D2 dopamine receptor (human) potentiation; actives 0.34% (n = 340,000); HEK293 T-REx D2, calcium flux, EC20 dopamine potentiation; P14416; potentiation, % at 10 µM; AID 485347;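 active = potentiation over 3 SD above the plate norm, cut at about 30% in these data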; note: 0% is about no effect
# Target sequence (P14416 whole entry, looked up): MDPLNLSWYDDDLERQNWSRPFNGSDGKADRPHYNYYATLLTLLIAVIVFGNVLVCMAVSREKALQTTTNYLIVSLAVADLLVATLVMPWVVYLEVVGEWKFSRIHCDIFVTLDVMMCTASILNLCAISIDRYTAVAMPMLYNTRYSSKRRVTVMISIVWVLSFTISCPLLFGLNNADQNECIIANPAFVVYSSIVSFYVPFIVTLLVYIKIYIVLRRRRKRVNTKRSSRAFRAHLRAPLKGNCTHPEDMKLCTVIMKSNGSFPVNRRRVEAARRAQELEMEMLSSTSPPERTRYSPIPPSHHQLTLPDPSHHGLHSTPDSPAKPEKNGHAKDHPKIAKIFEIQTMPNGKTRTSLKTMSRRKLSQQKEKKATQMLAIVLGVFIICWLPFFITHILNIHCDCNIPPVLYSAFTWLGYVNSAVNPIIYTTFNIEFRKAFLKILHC
#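 Primary screen. Calcium kinetics in induced HEK293 T-REx D2 cells: compound pre-addition 180 s, EC20 dopamine, 180 s more.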
# LDHA inh – inhibitors of human lactate dehydrogenase A. P00338. activity change, % (values are at about 110 or 230 µM). actives 0.15% (n = 480,000). purified LDHA, NADH/diaphorase-resazurin fluorescence; active compounds read low; in the data active = activity change below about -30%; inconclusive = mostly about -25% to -30%;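 note: plate controls were DMSO wells for no effect and wells without enzyme for full effect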
#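 Resorufin fluorescence (ex540/em590), read at 0 and 20 min after diaphorase/resazurin addition, reports the NADH left after a 5 min room-temperature reaction of 2 nM human LDH5 with 0.06 mM NADH and 0.2 mM pyruvate.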
# D1 PAM – enhances dopamine response at the human D1 receptor | potentiation, % at 10 µM | HEK293 TREx D1 cells, calcium flux, dopamine EC20 potentiation | P21728 | actives 0.036% (n = 360,000); in the data active = potentiation above about 30%; note: 0% is about no effect
# * marks the source's active call; other numbers are inactive results; ? = inconclusive; / = no result given; & = joins results of further samples. Unless noted, calls come from the whole dose curve; as a rule, active = well fitted curve in the direction sought with a large enough effect; inconclusive = small, poorly fitted or top-dose-only effect, or another doubt; inactive = no such curve, though single readings can be large; an effect the other way counts as inactive or inconclusive. The list is partial; count on the stated rates, not on these rows.
SMILES,D1 antag,Vif-APOBEC3F blk,GRP78 ERSR act,Vif-A3G inh,RXFP1 ag,D1 ag,D2 PAM,LDHA inh,D1 PAM
COc1ccc(-c2noc(CN3CCN(c4ccccc4OC)CC3)n2)cc1OC,-6,0%,-2%,2%,0.7%,0,3,2,-2
CCOc1cc2[nH]c(=S)n(CCCC(=O)NCc3ccccn3)c(=O)c2cc1OCC,-2,1%,-4%,4%,1.8%,2,-9,-1,-4
CCN1CCN(C(c2cccs2)C(C)NC(=O)CC(C)C)CC1 (stereo not given),-8,1%,2%,-2%,-1.1%,4,-8,-2,1
Cc1cc(NC(=O)CN2CCCC2c2nc3ccccc3s2)no1 (stereo not given),12,0%,-3%,3%,1.4%,3,-7,4,-2
CC(=O)/C(N=Nc1c(C)n(C)n(-c2ccccc2)c1=O)=C(\C)O,-1,-2%,0%,-1%,20%,1,-3,2,-5
O=C(NCCN1CCN(C(=O)c2cc3ccccc3oc2=O)CC1)c1cc2ccccc2oc1=O,9,-9%,-1%,0%,0.4%,-2,-6,-5,4
Clc1ccc(OCCN2CCCCC2)c(Cl)c1,5,6%,-1%,1%,0.5%,2,-21,-15,0
CCNS(=O)(=O)c1ccc(Br)c(OC)c1,20,1%,-4%,0%,-1.0%,0,/,3,-2
CC(C)[C@H](N)C(=O)NC[C@H](CC(=O)NC[C@H]1CC[C@H](C(=O)O)CC1)c1ccc(Cl)cc1,6,8%,-2%,0%,1.7%,-1,1,-4,7
Cc1ccc(C)c(NC(=O)Cn2nnc(C(=O)NCc3ccccc3Cl)c2N)c1,-20,4%,-4%,3%,0.0%,2,-6,-9,-6
CCOc1cccc2c1OC1(C)CC2NC(=O)N1c1cccc(Cl)c1 (stereo not given),-11,-15%,-5%,-6%,-1.1%,1,2,5,-7
O=C(CN1N=C(c2ccccc2)CCC1=O)NCc1ccccc1,8,0%,2%,1%,-0.3%,1,-3,-15,-3
Cc1ccc2nc(C)c3c(c2c1)N(c1ccc(F)cc1)CC3,-3,8%,-6%,-1%,5.9%,3,2,-5,-10
O=c1[nH]c(CN2CCN(S(=O)(=O)/C=C/c3ccccc3)CC2)nc2cc(Cl)ccc12,-10,10%,0%,-6%,-2.4%,5,2,2,-2
COc1cccc(CNC(=O)CCCNS(=O)(=O)c2cccs2)c1,-92*,-1%,-5%,-2%,2.0%,3,-9,-7,-12
CCCNC(=O)c1cnn2c(C(F)F)cc(-c3ccccc3)nc12,-6,0%,0%,2%,-0.5%,2,5,-6,-4
Nc1cc(Oc2ccc(Cl)cc2Cl)nc(N)n1,7,-9%,4%,-1%,2.7%,3,2,0,-1
Cc1c(NC(=O)CSc2ccccc2F)c(=O)n(-c2ccccc2)n1C,3,10%,-4%,1%,-1.9%,3,46*,-6,0
NS(=O)(=O)c1ccc(NC(=O)Nc2ccc(C(F)(F)F)cc2)cc1,-20,0%,0%,-15%,-0.1%,1,0,-6,2
COc1ccc(NC(=O)CSc2nccn2Cc2ccco2)cc1OC,-7&-11,1%&3%,3%&-3%,4%&3%,3.2%&-1.3%,4&3,-3&-2,-2&-18,-5&-2
O=C(NCC1CCCO1)c1ccc2c(=O)n(CCc3ccccc3)c(=O)[nH]c2c1 (stereo not given),-3,/,-2%,2%,12%,6,-1,-5,-6
CC(C)(C)NC(=S)NC(=O)C12CCC3CC(CC(C3)C1)C2,23,2%,-3%,-6%,1.0%,1,4,-1,9
COc1ccc(CCNC(=O)c2cc(C(=O)c3cc(C)ccc3O)cn(CCc3ccc(OC)cc3)c2=O)cc1,-16,12%,1%,7%,-0.5%,-1,-5,-3,1
CCN(CC)C(=O)C1CCCN(C/C=C/c2ccccc2)C1 (stereo not given),-2,-6%,-3%,0%,2.2%,0,-11,-20,12
O=C(c1ccc(S(=O)(=O)N2CCOCC2)cc1)N(Cc1ccco1)Cc1cccs1,-6,-19%,-4%,2%,2.8%,9,2,0,-4

# Other records follow.
SMILES,D1 antag,Vif-APOBEC3F blk,GRP78 ERSR act,Vif-A3G inh,RXFP1 ag,D1 ag,D2 PAM,LDHA inh,D1 PAM
Cc1ccc(NC(=O)Cc2c[nH]c3ccccc23)cc1S(=O)(=O)N1CCCCCC1,-10,6%,-3%,3%,1.2%,4,/,1,-3
COc1cccc(CNc2nc3c(-c4cccc(C)c4)nnn3c3ccccc23)c1,16,2%,3%,-1%,15%,1,-1,4,0
CC1CCN(c2ccccc2N)CC1,6,-1%,1%,1%,0.8%,1,0,0,-17
COc1ccc(OC)c(N(CC(=O)NC2CCCCCC2)S(=O)(=O)c2ccc(C)cc2)c1,-6,1%,-4%,3%,-0.2%,5,5,1,-3
Cc1ccc(-c2nnc(SCC(=O)Nc3cccnc3Cl)n2N)cc1,/,-9%,2%,-5%,/,/,/,-2,/
CCCCCC(O)CCC(=O)NNC1=CC(=O)CC(C)(C)C1 (stereo not given),-15,1%,-3%,1%,-0.4%,1,11,0,3
CC(C)(C)OC(=O)N1CCC[C@@H]1CO,10,7%,-4%&-3%,-3%,0.7%,-1,-1,-6,-6
N#CCC(=O)N1CCCCCC1,10,0%,-5%,0%,1.0%,2,-11,-6,-7
CC(C)CCNC(=O)CN1N=C(c2ccc(Cl)cc2)CCC1=O,-6&-7,3%&-1%,-1%&-4%,-1%&4%,2.4%&-3.9%,-1&0,-6,-3&-1,-4&3
CCc1nnc(NC(=O)CCC(=O)N2CCN(c3cc(Cl)ccc3C)CC2)s1,-7,-10%,-1%,2%,0.2%,2,-15,2,5
CN(Cc1cccc(C(F)(F)F)c1)C(=O)C1CCC(=O)N(CC2CCCCC2)C1 (stereo not given),11,4%,9%,1%,5.4%,0,-1,0,-3
Nc1ccc(N2CCN(C(=O)c3cccs3)CC2)cc1,31,-5%,2%,-3%,-0.4%,-1,0,11,-1
COc1cccc(CNC(=O)C2CCCN(c3ncnc4c3nc3n4CCCCC3)C2)c1 (stereo not given),11,-4%,-2%,5%,2.0%,2,4,2,-1
CCOc1ccc2c(c1)c(N=NC(N)=S)c(O)n2C,-2,?,2%,1%,-1.1%,3,-2,0,-2
COc1ccc(C(=O)Nc2ccccc2C(=O)Nc2ccccc2C(=O)O)cc1,-11,7%,2%,0%,-1.7%,0,2,-9,-9
N#CCSc1nnc(Nc2ccccc2)s1,26,-3%,0%,3%,0.3%,-3,18,0,1
CCCCn1c(N)c(N(CC)C(=O)c2ccncc2)c(=O)[nH]c1=O,37,-7%,-1%,-1%,0.6%,2,7,-14,11
COc1cc(C(=O)O)ccc1O,-13,8%,-3%,1%,-0.1%,-2,-2,-2,-3
O=C(COc1ncnc2ccccc12)Nc1cc(S(=O)(=O)N2CCOCC2)ccc1Cl,-2,0%,-2%,1%,?,0,-6,-2,0
COc1ccc(C(=O)Nc2ccc3c(c2)C(=O)N(C)C3=O)cc1OC,17,1%,3%,1%,-2.2%,2,0,-2,-14
CCC(CC)C(=O)Nc1nnc(-c2cccs2)s1,5,/,2%,0%,2.5%,7,10,-6,2
Cc1cc(-n2c(C)cc(C(=O)CN3C(=O)C(=O)N(C)C3=O)c2C)no1,/,3%,-1%,2%,/,/,/,-9,/
CCOC(=O)Cn1ncn(-c2ccc(OC(F)(F)F)cc2)c1=O,4,-12%,-2%,-1%,-0.4%,1,-4,1,-1
NC(=O)C1CCN(C(=O)NC2CC(=O)N(c3ccc4c(c3)OCCO4)C2)CC1 (stereo not given),-10,-17%,-3%,1%,1.5%,4,-8,-8,-1
CCOc1ccc(-n2c(O)c(/C=N/c3ccnn3Cc3ccncc3)c3ccccc3c2=O)cc1,9,?,4%,-13%,8.9%,4,4,-4,3

# Part of the list above in order of length of the SMILES, lowest first:
SMILES,D1 antag,Vif-APOBEC3F blk,GRP78 ERSR act,Vif-A3G inh,RXFP1 ag,D1 ag,D2 PAM,LDHA inh,D1 PAM
CCC(CC)C(=O)Nc1nnc(-c2cccs2)s1,5,/,2%,0%,2.5%,7,10,-6,2
CCCCn1c(N)c(N(CC)C(=O)c2ccncc2)c(=O)[nH]c1=O,37,-7%,-1%,-1%,0.6%,2,7,-14,11
COc1cccc(CNc2nc3c(-c4cccc(C)c4)nnn3c3ccccc23)c1,16,2%,3%,-1%,15%,1,-1,4,0
Cc1ccc(NC(=O)Cc2c[nH]c3ccccc23)cc1S(=O)(=O)N1CCCCCC1,-10,6%,-3%,3%,1.2%,4,/,1,-3

# (continued)
SMILES,D1 antag,Vif-APOBEC3F blk,GRP78 ERSR act,Vif-A3G inh,RXFP1 ag,D1 ag,D2 PAM,LDHA inh,D1 PAM
O=C(CCc1ccccc1)Nc1ccc(NC(=O)c2ccco2)nc1,3,-2%,1%,1%,-0.3%,3,11,-6,-7
COc1cccc(CNCc2ccc(SC)cc2)c1OC,15,-8%,-3%,1%,0.4%,14,18,-6,-3
Cc1ccc(-c2nc3scc(CCNS(=O)(=O)c4ccc(F)c(C)c4)n3n2)cc1,/,1%,-6%,5%,3.0%,2,12,-3,-4
Cc1ccc(CSc2nnc(SCC(=O)N/N=C/C=C/c3ccco3)s2)cc1,-9,-2%,-10%,-2%,-0.7%,3,3,-4,4
O=C(Nc1ccccn1)c1ccc(S(=O)(=O)c2ccc(Cl)cc2)cc1,-12,3%,-1%,0%,1.2%,4,14,-16,-4
Cc1[nH]c2ccccc2c1/C=N/NC(=O)c1ccccc1,-1,0%,-1%,-5%,0.0%,1,10,-4,1
CCCCCC(=O)Nc1cccc(C2=NOC3(C2)C[C@H](C(N)=O)N(C(=O)COc2ccc(Cl)cc2)C3)c1 (stereo not given in full),15,-2%,-4%,2%,-4.6%,9,-1,3,1
O=C(CSc1ncn[nH]1)N1N=C2/C(=C/c3ccco3)CCCC2C1c1ccco1 (stereo not given),10,-4%,2%,-6%,0.8%,0,8,-3,-3
COC(=O)COc1ccc2occ(C(C)=O)c2c1,-17,-2%,-2%,3%,1.6%,4,5,4,3
CC1CCCC(C)N1C(=O)COc1cccc(Oc2ccccc2)c1 (stereo not given),/,7%,0%,-1%,/,/,/,1,/
COc1ccc(C(=O)NC(=S)NNC(=O)c2ccc(NC(C)=O)cc2)cc1Br,-14,-25%,-2%,-2%,0.1%,2,-15,-2,-5
COc1ccccc1C(=O)Nc1ccc(OCC(=O)N2CCCCC2C)cc1 (stereo not given),-8,-7%,2%,-4%,3.5%,2,-8,-3,-6
